PI4K2A inh: blocks human PI4K2A kinase activity; Q9BTU6; purified PI4K2A, ADP-Glo luminescence, 1 h; hits give low values; activity change, negative = inhibition, % at 76.9 µM; 420,000 compounds, 0.13% hits; in the data active = activity change below about -50%; inconclusive = mostly about -30% to -49%;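 also: -100% = wells without enzyme as full effect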
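Compounds are screened against recombinant PI4K2A using PI as substrate and ATP, the latter dispensed at 300 microM. Reactions run one hour at ambient temperature before ADP-Glo detection; full inhibition defined by wells lacking enzyme.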
GLS inh: inhibitors of human glutaminase (GLS) | GLS enzymatic activity, qHTS titration | O94925 | Potency, µM (titrated, usually from 45.5 µM), for inactives: at the top dose activity change, negative = inhibition, most hits filed as inhibitors | AID 624170 | 410,000 compounds, 0.21% hits; also: potency is read from the fitted curve at half-maximal effect
Target sequence (O94925 whole entry, looked up): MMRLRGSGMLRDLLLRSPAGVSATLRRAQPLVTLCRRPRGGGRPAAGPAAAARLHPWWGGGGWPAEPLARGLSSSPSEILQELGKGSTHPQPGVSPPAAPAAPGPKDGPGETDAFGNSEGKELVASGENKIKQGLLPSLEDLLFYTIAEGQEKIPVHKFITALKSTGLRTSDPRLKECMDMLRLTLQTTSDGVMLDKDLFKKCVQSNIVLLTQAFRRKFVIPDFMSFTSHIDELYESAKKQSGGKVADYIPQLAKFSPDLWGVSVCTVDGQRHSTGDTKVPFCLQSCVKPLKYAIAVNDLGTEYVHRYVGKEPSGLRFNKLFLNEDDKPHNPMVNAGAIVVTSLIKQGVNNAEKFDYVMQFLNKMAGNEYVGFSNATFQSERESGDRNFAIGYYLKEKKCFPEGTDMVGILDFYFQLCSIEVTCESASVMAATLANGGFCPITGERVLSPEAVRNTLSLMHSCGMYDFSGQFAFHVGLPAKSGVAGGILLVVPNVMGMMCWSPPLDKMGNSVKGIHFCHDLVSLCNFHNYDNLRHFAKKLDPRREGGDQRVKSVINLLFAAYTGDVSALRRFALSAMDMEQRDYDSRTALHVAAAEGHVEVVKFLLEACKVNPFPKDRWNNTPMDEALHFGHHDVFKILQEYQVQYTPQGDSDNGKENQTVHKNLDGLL
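hKGA in 45 mM KH2PO4 (pH 8.2), 0.02% Tween-20 with compound, then 1mM L-Glutamine (stock as added) plus glutamate oxidase/HRP/Amplex red coupling mix. Fluorescence read initially and after 30 min at RT; signal change reflects glutamate formation.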
12-LOX inh: inhibitors of human 12S-lipoxygenase ALOX12; AID 1671190; purified 12hLO, xylenol orange hydroperoxide absorbance; 580,000 compounds, 1.1% hits; P18054; Potency, µM (series often up to 108 µM), inactives show top-dose activity change, negative = inhibition, hits mostly inhibitors; also: potency is read from the fitted curve at half-maximal effect
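Purified human 12hLO at 150 nM in 25 mM Hepes, 0.01% Triton X-100, pH 7.0, preincubated 15 min at room temperature with compound. Reaction started with 40 uM arachidonic acid, 30 min at room temperature. Hydroperoxide measured by Fe-xylenol orange, 573/405 nm absorbance ratio.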
* marks the source's active call; other numbers are inactive results; u = inconclusive; [ ] = another dose, or the depositor's remark. Unless noted, calls follow the shape of the dose curve; as a rule, active = well fitted inhibition curve with a large enough effect; inconclusive = small, poorly fitted or top-dose-only effect, or another doubt; inactive = no such curve, though single readings can be large or run the other way. Unless noted, % is scaled to controls: 0 for no effect and ±100 for the full control effect. An excerpt; count on the stated rates, not on these rows.

GLS inh,PI4K2A inh,structure,12-LOX inh
4.2%,-5.2,C[C@@H](O)CNC(=O)c1[nH]cnc1C(=O)Nc1cccc(Cl)c1,5.2%
-0.1%,-2.4,CC(C)c1cc(C(F)(F)F)nc(NNc2nc(C(C)C)cc(C(F)(F)F)n2)n1,26.6%
0.1%,4.0,Cc1nc2ccc(C(=O)NC(C)(C)C)cn2c1N(C)C(=O)CCc1ccccc1,2.5%
8.7%,1.0,CN(C)c1ccc(C=Cc2ccnc3c(O)cccc23)cc1,11.2µM*
-1.3%,-1.4,C[C@@H](c1ccccc1)N1C[C@H](COCc2ccccc2)Oc2cc(N3CCC[C@@H]3CO)ccc2S1(=O)=O,u
9.5%,-4.2,CC(C)Oc1cccc(C(=O)Nc2nnc([C@H]3C[C@H](O)[C@@H](CO)O3)s2)c1,u
27.7%,-5.3,CC(=O)c1c(C)[nH]c(C(=O)Nc2ccc(N3CCCCCC3)cc2)c1C,u
0.9%,-78.4*,O=C1C(=Cc2ccccc2Cl)CCc2ccccc21,u
2.0%,-3.2,CSC[C@H]1CN(Cc2cccnc2)C(=O)[C@@H]1CC(=O)Nc1ccc(Br)cc1,-10.8%
0.1%,2.2,Cn1nc(C(C)(C)C)cc1C(=O)N1CCCC(C)(C(=O)NS(=O)(=O)C2CC2)C1 (centres undefined),-3.0%
1.4%,2.5,CC1(C(=O)NS(=O)(=O)c2cccc(F)c2)CCN1C(=O)CCc1ccc(Cl)cc1Cl (centres undefined),u
4.6%,0.7,Cc1ccc(OC(C)C(=O)N2CCc3ccccc32)c([N+](=O)[O-])n1 (centres undefined),0.0%

Continued, starting with the last five of the part before.
GLS inh,PI4K2A inh,structure,12-LOX inh
0.9%,-78.4*,O=C1C(=Cc2ccccc2Cl)CCc2ccccc21,u
2.0%,-3.2,CSC[C@H]1CN(Cc2cccnc2)C(=O)[C@@H]1CC(=O)Nc1ccc(Br)cc1,-10.8%
0.1%,2.2,Cn1nc(C(C)(C)C)cc1C(=O)N1CCCC(C)(C(=O)NS(=O)(=O)C2CC2)C1 (centres undefined),-3.0%
1.4%,2.5,CC1(C(=O)NS(=O)(=O)c2cccc(F)c2)CCN1C(=O)CCc1ccc(Cl)cc1Cl (centres undefined),u
4.6%,0.7,Cc1ccc(OC(C)C(=O)N2CCc3ccccc32)c([N+](=O)[O-])n1 (centres undefined),0.0%
4.5%,-2.9,O=C(NCc1ccccc1)c1cc(C2CCCCN2C(=O)c2cccs2)on1 (centres undefined),-4.2%
-6.3%,2.4,CCOC(=O)C1(C)CCCN(C(=O)c2ccc3ccccc3c2)C1 (centres undefined),-4.0%
0.4%,-24.5,OCc1ccc(-c2ccc3nccn3c2)cc1,2.3%
3.9%,-0.7,Cc1c(N2CCCCC2)[nH]c2ccccc12,-20.0%
-1.0%,-3.8,CCc1ncc(C(O)c2ccc(Cl)cc2)n1Cc1ccccc1 (centres undefined),2.2%
-4.9%,4.3,CC(C)c1cccc(C(C)C)c1NC(=O)OC1CCCCC1,-3.6%
1.7%,-2.8,CC(=O)NCCNc1nc2cc(-c3ccc4c(ccn4C)c3)sc2c(=O)n1C,-9.6%
1.2%,-0.2,O=C(Nc1ccc(F)c(Cl)c1)C1Cc2c(-c3ccco3)ccnc2O1 (centres undefined),u
-8.8%,-1.6,CCOC(=O)[C@]12CCCC=C1N(Cc1cccc3ccccc13)C(=O)[C@H](CC(=O)NCC1CCCCC1)C2,-18.5%
-5.9%,-6.0,COc1ccc(Cc2c(-c3ccc(C)cc3)nc3c(C)cc(Br)cn23)c(C)c1,u
14.2%,6.6,OC(c1ccccc1)c1nc(-c2ccc(F)c(Cl)c2)cs1 (centres undefined),u
4.2%,-0.6,COCc1cccc(-c2csc(C(O)c3ccccc3)n2)c1 (centres undefined),-4.5%
5.2%,-3.0,Cc1cccc(CN2CCN([C@@H]3CS(=O)(=O)N[C@H]3COCc3ccccc3)CC2)c1,-24.0%
2.5%,1.2,CC(=O)Oc1ccc(Cn2c(C)c(C(=O)N(C)Cc3ccc(F)cc3)sc2=O)cc1,-10.2%
-8.2%,4.2,CCC/C=C/c1ccc(CN2C(C)C(=O)N(Cc3cn(CC4CCCCC4)nn3)CCS2(=O)=O)cc1 (centres undefined),0.0%
2.4%,-1.4,CC1(C(=O)NS(=O)(=O)c2ccccc2Cl)CCN1C(=O)CCc1cccs1 (centres undefined),-6.9%
-2.4%,u,Cc1cc(C(=O)COC(=O)Cc2c(F)cccc2Cl)c(C)n1C,12.1%
7.6%,-4.2,O=C(Nc1c(F)c(F)c(F)c(F)c1F)c1ccc(Br)o1,-0.7%
-8.1%,5.5,OC[C@H]1O[C@@H](c2nc(-c3ccc(CN4CCOCC4)cc3)no2)[C@H](O)[C@@H](O)[C@H]1O,5.5%
2.7%,4.2,O=C1c2ccccc2C(c2nnnn2-c2ccc3c(c2)OCCO3)N1Cc1ccccc1 (centres undefined),u
6.7%,-3.7,COc1ccccc1N1CCN(c2ccc3c(c2)S(=O)(=O)c2cccc(C(=O)NCc4ccc(F)cc4)c2C3=O)CC1,-5.6%
-12.8%,-10.8,CCCCN1C(=O)C(CC(=O)NCCN2CCOCC2)CC(C(=O)N(C(C)C)C(C)C)=C1C (centres undefined),u
3.3%,2.8,CCCCNC(=O)C1c2ccccc2OCC(=O)N1CCc1ccccc1 (centres undefined),-1.7%
-0.1%,-4.8,Cc1sc2ccccc2c1CNC[C@H]1O[C@@H](n2ccc(N)nc2=O)[C@H](O)[C@@H]1O,-12.0%
-9.7%,-2.9,CCCCCc1c(-c2ccc(Br)cc2)ncn1CCc1ccccc1OC,-102.1%
-0.4%,-3.1,CCCCNC(=O)C1(C)CCCCN1C(=O)c1ccno1 (centres undefined),-13.1%
-14.5%,0.2,O=C(Nc1cccc2c(=O)cc(-c3nn[nH]n3)oc12)c1ccc(OCCCCc2ccccc2)cc1,-21.6%[57.4 µM]
9.3%,2.1,O=C(NC(Cc1c[nH]c2ccccc12)C(=O)O)c1cccc(S(=O)(=O)N2CCCCC2)c1 (centres undefined),-16.5%
-4.4%,-0.1,COCCN1C(=O)CCC1(C)C(=O)NC(C)(C)C (centres undefined),u
10.0%,2.3,CC(C)C[C@@H]1COc2cccc(N3CCSCC3)c2S(=O)(=O)N1,0.0%
8.2%,-2.1,COc1ccc(-c2csc(C(O)(c3ccccc3)C(F)(F)F)n2)cn1 (centres undefined),u
-0.4%,0.3,CCOC(=O)[C@]12CCCC=C1N(Cc1ccc(Cl)cc1Cl)C(=O)[C@H](CC(=O)NCC13CC4CC(CC(C4)C1)C3)C2,-1.0%
3.9%,2.0,O=C(NCc1cc(Cl)cc(Cl)c1)c1csc([C@@H]2C[C@H](O)[C@@H](CO)O2)n1,-14.2%
-9.2%,3.8,Nc1ccn([C@@H]2O[C@H](CNC(=O)[C@@H](Cc3cn(COCc4ccccc4)cn3)NC=O)[C@@H](O)[C@H]2O)c(=O)n1,8.2%
7.6%,1.7,Cc1ccccc1NC(=O)Nc1nc(C2CCC(=O)N2)cs1 (centres undefined),-25.5%
4.8%,-21.5,CCCCCC(=O)N1C[C@@H](n2cc(-c3ccc(F)cc3)nn2)[C@H](O)C[C@@H]1c1ccc(OC)cc1,0.0%
-0.2%,-2.1,CCCCNC(=O)C[C@@H]1C[C@@]2(C(=O)OC)CCCCC=C2N(CCC2=CCCCC2)C1=O,u
0.0%,0.5,CCCC(=O)N1CCC1(C)C(=O)Nc1ccc2c(c1)CCN2C(C)=O (centres undefined),13.7%
-7.4%,2.4,O=C(NCCO)c1cccc(-c2cnc3c(Nc4cccc(OC(F)(F)C(F)F)c4)nccn23)c1,u
4.9%,-0.2,CC(C)NC(=O)C1(C)CCCCCN1C(=O)c1ccc(-c2ccccc2)cc1 (centres undefined),-1.1%
24.1%,-1.1,CC(=O)Nc1ccc(CN(C)c2c(C)nc3ccc(C(=O)NC4CCN(Cc5ccccc5)CC4)cn23)cc1,20.0%
-16.1%,0.2,Cc1ccn2c(NC3CCCCC3)c(-c3ccc(SC4CCCCC4)cc3)nc2c1,u
-10.7%,1.4,Cc1ccc([C@H]2C[C@H](O)[C@@H](n3cc(-c4ccc(F)cc4)nn3)CN2C(=O)C2CCCCC2)cc1,u
-4.6%,-4.5,CCCCCCCCN1C(=O)[C@H](CC(=O)N2CCN(C(=O)C3CC3)CC2)C[C@@]2(C(=O)OCC)CCCC=C12,-0.8%
1.7%,1.1,CC(=O)c1ccc(OCC(=O)Nc2ccc3c(c2)OCO3)cc1,9.4%
-3.7%,-7.3,C[C@H]1CN([C@@H](C)CO)C(=O)CCCn2nncc2CO[C@@H]1CN(C)Cc1ccncc1,-21.9%
2.4%,2.4,COCC1CCN(C(=O)c2cc(COc3ccc(F)cc3Cl)on2)C1 (centres undefined),-3.9%
0.4%,-2.8,CCOC(=O)[C@]12CCC=C1N(Cc1ccco1)C(=O)[C@H](CC(=O)N1CCN(C(=O)C3CC3)CC1)C2,70.8%[activator]
2.0%,-6.3,CCc1nc2c(OCc3ccccc3OC)cccn2c1N(C)C(=O)C(C)C,5.1%
5.9%,4.9,COc1ccccc1Cc1c(-c2ccc(OC)c(OC)c2)nc2ccc(Br)cn12,u
-8.9%,2.3,COc1ccc(CN(C)C[C@H]2OCCCC[C@H](C)Oc3ccc(NC(=O)CCC(F)(F)F)cc3C(=O)N([C@@H](C)CO)C[C@@H]2C)cc1,u
6.5%,0.5,O=C(Nc1nnc([C@@H]2C[C@H](O)[C@@H](CO)O2)s1)c1ccc(Oc2ccccc2)cc1,u
0.2%,-2.2,COc1cccc(S(=O)(=O)N(C)C[C@@H]2Oc3cc(C#CCN(C)C)ccc3S(=O)(=O)N([C@H](C)CO)C[C@@H]2C)c1,-10.5%
4.9%,-1.9,COc1ccc(S(=O)(=O)NC(=O)C2(C)CCN2C(=O)Cc2cccc3ccccc23)cc1 (centres undefined),u
-0.2%,-2.0,CCOC(=O)C1=CCN(S(=O)(=O)c2ccc(F)cc2)C1c1ccccc1 (centres undefined),7.7%
4.3%,0.9,CC1(C(=O)NS(=O)(=O)c2ccccc2Cl)CCN1C(=O)C1(c2ccccc2)CC1 (centres undefined),u
7.2%,-2.3,O=C(c1ccoc1)N1CCN(c2cc(-c3ccco3)nc3cc(-c4ccccc4)nn23)CC1,u
3.9%,-21.7,CC(C)(C)OC(=O)N1CCc2onc(-c3ccc([N+](=O)[O-])cc3)c2C1=O,-9.0%
-1.1%,-0.3,C[C@H]1CCCCO[C@H](CN(C)C(=O)C2CCCCC2)[C@@H](C)CN([C@@H](C)CO)C(=O)c2cc(NC(=O)NC3CCCCC3)ccc2O1,-16.2%
2.2%,-4.3,CN1CCN([C@H]2CS(=O)(=O)N[C@@H]2COCc2ccccc2)CC1,0.5%

Compounds above that have two or more sulfur atoms:
GLS inh,PI4K2A inh,structure,12-LOX inh
2.4%,-1.4,CC1(C(=O)NS(=O)(=O)c2ccccc2Cl)CCN1C(=O)CCc1cccs1 (centres undefined),-6.9%
10.0%,2.3,CC(C)C[C@@H]1COc2cccc(N3CCSCC3)c2S(=O)(=O)N1,0.0%
0.2%,-2.2,COc1cccc(S(=O)(=O)N(C)C[C@@H]2Oc3cc(C#CCN(C)C)ccc3S(=O)(=O)N([C@H](C)CO)C[C@@H]2C)c1,-10.5%

More results follow.
GLS inh,PI4K2A inh,structure,12-LOX inh
10.1%,2.8,CC1(c2nnnn2-c2ccc3c(c2)OCCO3)CCC(=O)N1C1CCN(Cc2ccccc2)CC1 (centres undefined),u
5.5%,-7.5,COC(=O)c1ccc2nc(-c3ccc(OC)c(OC)c3)c(Cc3ccc(OC)cc3C)n2c1,-18.9%
-0.4%,1.0,Cc1ccccc1NC(=O)COC(=O)c1c(C)nn(-c2ccccc2)c1C,u
-1.8%,1.0,COc1ccc(Cc2c(C3CCCCC3)nc3c(Cl)cc(C(F)(F)F)cn23)c(C)c1,0.0%
0.7%,-7.8,COc1ccc(CN(C)C(=O)C2CC(=O)N(c3ccc4c(c3)OCCO4)C2)cc1 (centres undefined),-4.0%
-1.7%,0.0,COc1ccc(CN(C)C(=O)CCNS(=O)(=O)c2ccccc2)c(OC)c1,7.1%
3.3%,2.9,O=C1NC[C@@H](CCCCN2C[C@H](Cc3ccc(O)cc3)N(Cc3ccccc3)C(=O)C2=O)N(Cc2ccccc2)C1=O,-27.5%
